Screening data: PubChem, National Center for Advancing Translational Sciences (NCATS)
EPAC1 antagonist = EPAC1 (human) antagonism; EPAC1 GEF assay, Rap1b-BODIPY-GDP exchange fluorescence; AID 720709; Potency, µM (titrated, usually from 115 µM), for the others: at the highest dose activity change, negative = inhibition, usual class: inhibitors; actives 0.14% (n = 360,000); O95398;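 also: potency is read from the fitted curve at half-maximal effect; plate controls were vehicle for no effect and positive control for full effect; nearly all actives have a fitted effect of over 50% in size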
GLP1R cytotox = cytotoxicity counter-screen for GLP-1 receptor inverse agonists; HEK293 cAMP-luciferase reporter cells, luminescence, 24 h; Potency, µM (series often up to 38.3 µM), inactives show top-dose activity change, negative = inhibition, hits mostly inhibitors; actives 0.13% (n = 410,000); AID 624418;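 also: loss of luciferase light is scored as toxicity; potency is read from the fitted curve at half-maximal effect; % is scaled to controls: 0 for no effect and ±100 for the full control effect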
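Luminescence readout: signal drop marks cytotoxicity. Plated cells grew 12 h at 37 °C, 5% CO2, received 23 nL compound for 24 h, then got luciferase reagent, read after 12 min at RT.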
PI5P4K alpha inh = inhibitors of human PI5P4K alpha | P48426 | PI5P4Kalpha enzyme, ADP-Glo luminescence, 60 min; active compounds read low | max response, % | actives 1.2% (n = 330,000); active = max response of -50% or lower; inconclusive = between -30% and -50%; inactive = -30% or higher; also: value at the top dose of about 77 µM; % is scaled to controls: 0 for no effect and ±100 for the full control effect
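ADP-Glo luminescence end-point read after a 60 min room-temperature kinase reaction of PI5P4Kalpha plus substrate, initiated with ATP at 5 microM final. Buffer: 0.038 M HEPES pH 7.4, EGTA, 0.1% CHAPS, 5% DMSO.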
IL2 activator = activates IL-2 in a cell-based reporter assay. AID 652025. actives 0.065% (n = 360,000). activation, % (series mostly up to about 46 µM). IL-2 activation reporter assay, cell-based qHTS; stimulated with anti-CD3/CD4/CD28 beads; in transgenic mouse T cells; in the data active = activation above about 50%; inconclusive = mostly about 30% to 49%; also: 0% is about no effect
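Using fluorescent plate cytometry, EGFP and DsRed are detected in transgenic mouse T cells stimulated 18 h at 37 degrees C with antibody-coated beads after 60 min compound pretreatment.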
PTHR1 agonist = agonists of human PTHR1 parathyroid hormone receptor. actives 0.075% (n = 410,000). Q03431. Potency, µM (titrated, usually from 115 µM), for inactives: at the top dose activation, most hits filed as activators. HEK293 GP2 PTHR1 cells, GloSensor cAMP luminescence, 1 h; also: potency is read from the fitted curve at half-maximal effect; nearly all actives have a fitted effect of over 55% in size; some results filed as inactive show a strong effect at the top dose; inactives centre near -15; many of its hits are not listed in these tables
Target sequence (Q03431 whole entry, looked up): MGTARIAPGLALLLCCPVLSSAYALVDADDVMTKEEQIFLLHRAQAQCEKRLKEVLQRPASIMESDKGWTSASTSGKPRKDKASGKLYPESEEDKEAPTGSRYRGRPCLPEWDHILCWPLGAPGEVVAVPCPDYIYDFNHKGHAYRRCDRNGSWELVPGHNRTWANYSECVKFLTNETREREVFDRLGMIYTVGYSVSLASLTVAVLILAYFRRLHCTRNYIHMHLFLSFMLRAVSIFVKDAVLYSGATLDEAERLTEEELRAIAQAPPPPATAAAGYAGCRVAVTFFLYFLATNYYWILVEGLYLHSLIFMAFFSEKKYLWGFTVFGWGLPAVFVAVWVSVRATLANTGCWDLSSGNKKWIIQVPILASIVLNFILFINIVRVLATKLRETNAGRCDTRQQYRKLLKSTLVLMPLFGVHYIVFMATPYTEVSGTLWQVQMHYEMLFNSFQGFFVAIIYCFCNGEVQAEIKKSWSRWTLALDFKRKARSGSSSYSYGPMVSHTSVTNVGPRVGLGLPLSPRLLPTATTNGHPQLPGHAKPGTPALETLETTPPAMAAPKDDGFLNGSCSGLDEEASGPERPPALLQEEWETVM
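HEK-293-derived GP2 cells expressing PTHR1 and a GloSensor cAMP reporter, 3,000/well, plated overnight, given luciferin plus IBMX (each 0.5 mM as added) for 1 h at 37 °C, then compound for 1 h at 37 °C. Luminescence was read after 15 min at room temperature.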
PLK1 PBD inh = blocks phosphopeptide binding to human PLK1 polo-box domain; P53350; Plk1 PBD binding of FITC phosphopeptide, fluorescence polarization; Potency, µM, inactives show max response, negative = inhibition, most hits filed as inhibitors; actives 2.8% (n = 360,000); also: potency is read from the fitted curve at half-maximal effect; series mostly up to about 57 µM; % is scaled to controls: 0 for no effect and ±100 for the full control effect; nearly all actives have a fitted effect of over 65% in size
EPAC1 ag = activates human EPAC1 exchange factor. Potency, µM (titrated, usually from 154 µM), for inactives: top-dose activation, most hits filed as activators. AID 720707. O95398. EPAC1 agonist qHTS, biochemical assay; response scale: 100% = response to 6.5 mM cAMP. actives 0.073% (n = 360,000); also: potency is read from the fitted curve at half-maximal effect; nearly all actives have a fitted effect of over 60% in size
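Nucleotide exchange by EPAC1 (100 nM) on Rap1B–BODIPY-GDP (250 nM) in the presence of 50 uM GDP is tracked fluorescently at 480/540 nm over 30 min. Signals are normalized to a 6.5 mM cAMP control.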
GLP1R ag = activates the human GLP-1 receptor | HEK293 GLP-1R CRE-luciferase, luminescence, 4-6 h; cells express a hypersensitive GLP-1R form | Potency, µM (highest dose often 45.6 µM), inactives show at the top dose activation, most hits filed as activators | actives 0.007% (n = 380,000); also: potency is read from the fitted curve at half-maximal effect; % of control where 0% means no effect
Target sequence (P43220 whole entry, looked up): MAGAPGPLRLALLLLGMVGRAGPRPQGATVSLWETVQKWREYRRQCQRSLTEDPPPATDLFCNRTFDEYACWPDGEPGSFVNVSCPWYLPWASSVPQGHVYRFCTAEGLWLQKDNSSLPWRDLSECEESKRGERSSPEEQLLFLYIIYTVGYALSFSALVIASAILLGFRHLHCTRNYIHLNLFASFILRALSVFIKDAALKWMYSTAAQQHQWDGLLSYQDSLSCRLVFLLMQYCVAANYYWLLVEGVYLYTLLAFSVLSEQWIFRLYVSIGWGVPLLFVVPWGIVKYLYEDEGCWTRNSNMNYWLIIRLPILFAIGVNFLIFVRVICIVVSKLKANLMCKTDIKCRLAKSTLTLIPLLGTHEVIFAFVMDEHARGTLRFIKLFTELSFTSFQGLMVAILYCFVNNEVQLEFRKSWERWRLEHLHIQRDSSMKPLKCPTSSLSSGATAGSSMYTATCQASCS
GLP-1R inv ag = GLP-1 receptor (human) inverse agonism | P43220 | HEK293 GLP-1R CRE-luciferase, luminescence, 24 h; GLP-1R form is constitutively active | Potency, µM (series often up to 38.3 µM), for inactives: at the top dose activity change, negative = inhibition, hits mostly inhibitors | actives 1.6% (n = 410,000) | AID 624417; also: potency is read from the fitted curve at half-maximal effect; % is scaled to controls: 0 for no effect and ±100 for the full control effect; nearly all actives have a fitted effect of over 55% in size
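HEK293 cells stably co-expressing constitutively active GLP-1R and a cAMP-responsive luciferase reporter were seeded in DMEM with 10% Nu serum, given compounds after 12 h, and incubated 24 h at 37 deg C. Luminescence was then read.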
* hit, by the source's call; i = inactive; ? = inconclusive; / = not tested or not shown; [ ] = another dose, or the depositor's remark. Unless noted, calls follow the shape of the dose curve; as a rule, active = well fitted curve in the direction sought with a large enough effect; inconclusive = small, poorly fitted or top-dose-only effect, or another doubt; inactive = no such curve, though single readings can be large; an effect the other way counts as inactive or inconclusive.

1: COc1ccc(-c2cn(Cc3ccc(C(N)=O)cc3)c(CCN)n2)cc1
2: CC(=O)c1cccc(S(=O)(=O)N2CCCC(c3nc4c(nnn4Cc4cccc(Cl)c4)c(=O)[nH]3)C2)c1 (stereo not drawn)
3: COCCC(=O)N1CCC(Oc2ccc(C(=O)N(C)Cc3cc(C)no3)cc2)CC1
4: Cc1ccccc1CSc1nc2n(n1)C(c1cccs1)C1=C(CCCC1=O)N2 (stereo not drawn)
5: Cc1ccnc2nc(C(=O)OCC(=O)N(CC(C)C)C3CCS(=O)(=O)C3)nn12 (stereo not drawn)
6: COc1cc(/C=C2\C(=O)ON=C2c2ccccc2)cc(Cl)c1O
7: COc1ccc(Br)cc1S(=O)(=O)N1CCN=C1C
8: O=C(CCl)NC(Cc1c[nH]c2ccc(OCc3ccccc3)cc12)C(=O)O (stereo not drawn)
9: CC(C#N)Sc1nnc(-c2ccccc2F)n1C1CC1 (stereo not drawn)
10: CC(=O)Oc1ccc2c(c1)OC(c1ccccc1)CC21CC(C)(C)NC(=S)N1 (stereo not drawn)
compound no.	1	2	3	4	5	6	7	8	9	10
EPAC1 antagonist	-14%	-28%	-2%	-23%	23%	?	0%	-9%	-17%	-14%
GLP1R cytotox	2%	0%	8%	4%	8%	-7%	1%	5%	32%	-3%
PI5P4K alpha inh	-3	?	-6	-3	-4	-67*	-5	0	-2	7
IL2 activator	-1.3	-1.1	-0.6	-1.9	1.1	0.8	-0.5	1.6	-2.8	-0.2
PTHR1 agonist	-24%	-52%[inhibitor]	i	-9%	-10%	-35%[inhibitor]	-7%[57.5 µM]	-24%	25%	i
PLK1 PBD inh	4%	-21%	-2%	?	-1%	?	-5%	-15%	-19%	-2%
EPAC1 ag	8%	-5%	6%	12%	3%	8%	4%	1%	4%	7%
GLP1R ag	-6%	14%	-5%	21%	4%	-1%	10%	5%	1%	-12%
GLP-1R inv ag	19%	17%	31%	?	17%	9%	-3%	10%	5%	-4%

11: CCCC(=O)N1CCC1(C)C(=O)Nc1cc(OC)c(OC)c(OC)c1 (stereo not drawn)
12: Cc1ccc2c(c1)[nH]c1c(=O)n(CCCN3CCOCC3)cnc12
13: COc1ccc(C(c2nnnn2-c2c(C)cccc2C)N2CCN(C/C=C/c3ccccc3)CC2)cc1 (stereo not drawn)
14: C/C(=N\O)c1ccn(S(=O)(=O)c2ccc(Cl)cc2)c1
15: COc1ccc2c3c(c(=O)oc2c1OCC(N)=O)CCCC3
16: CN(C)c1ncc(S(=O)(=O)c2ccc(Cl)cc2)c(-c2ccccc2)n1
17: COc1ccccc1NC(=O)C(Sc1ccccc1)c1ccccc1 (stereo not drawn)
18: CSc1ccc(/C=N/N2CCN(Cc3ccccc3Cl)CC2)cc1
19: CC(=O)Nc1ncc(Cc2cc(Cl)ccc2Cl)s1
20: CCOc1ccc(NC(=O)c2ccc(NCC(=O)N3CCCCCC3)cc2)cc1
compound no.	11	12	13	14	15	16	17	18	19	20
EPAC1 antagonist	-3%	-5%	-1%	-16%	8%	-3%	7%	-2%	1%	-5%
GLP1R cytotox	-11%	-5%	-4%	16%	0%	-8%	11%	2%	4%	-2%
PI5P4K alpha inh	-1	0	4	5	2	-3	8	5	0	-2
IL2 activator	0.5	1.3	-0.4	0.1	-0.2	-4.6	-0.7	0.3	-0.4	-0.8
PTHR1 agonist	-9%	i	-21%	-58%[inhibitor]	i	i	-75%[inhibitor]	-19%	i	-27%
PLK1 PBD inh	-2%	-11%	-2%	-6%	2%	-1%	4%	-1%	3%	-14%
EPAC1 ag	-2%	-5%	5%	1%	-7%	18%	-1%	1%	-9%	-3%
GLP1R ag	8%	7%	-1%	-6%	-1%	11%	14%	5%	-4%	17%
GLP-1R inv ag	12%	5%	23%	?	60%[activator]	-6%	?	?	-22%	14%

21: COC(=O)[C@@]1(Cc2ccc(F)cc2)[C@H]2c3cc(C(=O)N(C)C)n(CCN4CCOCC4)c3C[C@H]2CN1C(=O)c1ccccc1
22: CCC12CCCN3CCC4(C(=C(C(=O)OC)C1)Nc1ccccc14)C32 (stereo not drawn)
23: Nc1nc(COC(=O)C2CCN(C(=O)c3ccc(Cl)cc3)CC2)nc(Nc2ccccc2)n1
24: O=C(C1=COCCO1)N1CCN(C(c2ccccc2)c2ccccc2)CC1
25: CN(C)c1ccc(/C=N/NC(=O)COc2ccccc2)cc1
26: CC(=O)C1=C(O)C(=O)N(C2CCCCC2)C1c1ccccc1 (stereo not drawn)
27: Cc1ccc(N2C(=O)C3C4C=CC(CNC(=S)N5CCN(c6ccccn6)CC5)(O4)C3C2=O)cc1 (stereo not drawn)
28: O=S(=O)(c1ccccc1Br)N1CCN(c2ncccn2)CC1
29: CCc1ccccc1NC(=O)NCc1ccccn1
30: COc1ccc(OC)c(-c2noc(N3CCN(c4cc(C)ccc4C)CC3)n2)c1
compound no.	21	22	23	24	25	26	27	28	29	30
EPAC1 antagonist	9%	-24%	-2%	-15%	3%	17%	-23%	-27%	-19%	/
GLP1R cytotox	-2%	-1%	4%	44%[activator]	-10%	-5%	3%	10%	0%	7%
PI5P4K alpha inh	4	-5	-6	6	-4	7	-20	-8	-3	/
IL2 activator	0.8	-4.6	2.1	-1.6	-1.5	-0.1	-1.0	2.5	1.6	/
PTHR1 agonist	i	-39%	-25%	-50%[inhibitor]	i	i	-24%	-23%	i	-39%
PLK1 PBD inh	-9%	-4%	-3%	-9%	-16%	-14%	-16%	-6%	-3%	/
EPAC1 ag	-16%	6%	-3%	10%	-2%	4%	-5%	-6%	5%	/
GLP1R ag	-2%	-11%	5%	3%	0%	1%	8%	0%	6%	3%
GLP-1R inv ag	29%	-5%	11%	10µM*	5%	-5%	-26%	-11%	4%	8%

31: O=C1/C(=C/c2ccc(O)c(O)c2)Oc2cc(O)ccc21
32: COc1ccc(C(=O)NC2CCCc3c2cnn3-c2ccccc2F)o1 (stereo not drawn)
33: CCc1ccc(Oc2cc(C)nc(N)n2)cc1
34: Cc1ccccc1NC(=O)CN1C(=O)COc2ccc(S(=O)(=O)N3CCCC3)cc21
35: CS(=O)(=O)Nc1cccc(C(=O)CC2(O)C(=O)Nc3ccccc32)c1 (stereo not drawn)
36: O=C(c1ccc2nc3ccc(Cl)cc3c(=O)n2c1)N1CCOCC1
37: O=C(NCCCCc1ccccc1)c1ccccc1F
38: CCN(C(=O)CSc1nnc(-c2cccs2)n1CC)C1CCS(=O)(=O)C1 (stereo not drawn)
39: Cc1cc(C)cc(N(CC(=O)Nc2ccc(-c3nc4ccc(C)cc4s3)cc2)S(C)(=O)=O)c1
40: CCOC(=O)CN(C(=O)COc1ccc2c(C)cc(=O)oc2c1)c1ccc(OCC)cc1
compound no.	31	32	33	34	35	36	37	38	39	40
EPAC1 antagonist	?	11%	?	?	-2%	5%	2%	7%	-10%	17%
GLP1R cytotox	-25%	2%	-2%	0%	-8%	38%[activator]	2%	0%	-9%	-8%
PI5P4K alpha inh	-64*	4	/	-2	11	/	7	8	-6	0
IL2 activator	3.6	-0.1	0.1	-0.3	4.1	-1.6	0.8	1.2	-1.1	0.8
PTHR1 agonist	-60%[inhibitor]	-43%[inhibitor]	-23%	i	i	i	-18%	i	-12%	-2%
PLK1 PBD inh	25%	2%	-5%	-7%	0%	0%	1%	5%	-12%	-11%
EPAC1 ag	-9%	-12%	0%	9%	5%	-12%	12%	-1%	15%	-2%
GLP1R ag	10%	-8%	7%	-2%	-12%	9%	4%	0%	-9%	11%
GLP-1R inv ag	50%[activator]	?	0%	4%	2%	84%	?	-3%	-11%	13%

41: O=C(Nc1ccc(S(=O)(=O)N2CCOCC2)cc1)c1ccc(Cl)s1
42: COC(=O)c1sccc1NC(=O)Nc1cccc(C)c1C
43: Cc1ccc(C)c(NC(=O)CN(C)C(=O)c2cccc(S(=O)(=O)N3CCN(Cc4ccccc4)CC3)c2)c1
44: Cc1ccc(C(=O)Nc2ccc(S(=O)(=O)NC3=NCCCCC3)cc2)cc1S(=O)(=O)N1CCOCC1
45: CCOc1ccc(N=C2NC(=O)/C(=C/C(=O)OC)S2)cc1
compound no.	41	42	43	44	45
EPAC1 antagonist	-17%	-16%	-7%	-2%	?
GLP1R cytotox	-13%	-7%	4%	3%	0%
PI5P4K alpha inh	/	-4	2	-1	4
IL2 activator	0.8	-0.2	-1.2	0.0	-0.3
PTHR1 agonist	-37%[inhibitor]	-17%	-46%[inhibitor]	-24%	-14%
PLK1 PBD inh	-4%	2%	-5%	-8%	-7%
EPAC1 ag	8%	-1%	-1%	4%	-1%
GLP1R ag	1%	0%	1%	3%	-1%
GLP-1R inv ag	-29%	23%	?	25%	-32%

3 entries from above in another layout:
#	compound	EPAC1 antagonist	GLP1R cytotox	PI5P4K alpha inh	IL2 activator	PTHR1 agonist	PLK1 PBD inh	EPAC1 ag	GLP1R ag	GLP-1R inv ag
31	O=C1/C(=C/c2ccc(O)c(O)c2)Oc2cc(O)ccc21	?	-25%	-64*	3.6	-60%[inhibitor]	25%	-9%	10%	50%[activator]
32	COc1ccc(C(=O)NC2CCCc3c2cnn3-c2ccccc2F)o1 (stereo not drawn)	11%	2%	4	-0.1	-43%[inhibitor]	2%	-12%	-8%	?
33	CCc1ccc(Oc2cc(C)nc(N)n2)cc1	?	-2%	/	0.1	-23%	-5%	0%	7%	0%

A portion of the library (hit frequency here may not be typical).
